# NALP1 yeast inh – inhibitors of NALP1 inflammasome in yeast. S. cerevisiae NALP1/ASC/caspase-1 growth, X-gal OD620, 72 h. inhibition, % at 10 µM. hit rate 0.61% among 280,000. AID 2071; in the data active = inhibition mostly above about 24%, no sharp cut-off; inactive = mostly below about 32%; also: some compounds called inactive have numbers as strong as hits
# MEKK2 WT-MEK5 – raises or lowers MEK5 binding to wildtype human MEKK2 PB1 domain; hit rate 1.1% among 290,000; bead flow cytometry, Alexa488-MEK5 binding to MEKK2 WT; actives lie on both sides; Q9Y2U5; binding response (% of control), % at 10 µM; AID 1531; in the data active = binding response below about 67% or above about 130%
# GPR7 antagonist – blocks human GPR7 receptor signaling; P48145; GPR7-expressing cells, fluorescence antagonist assay; inhibition, % at 4.4 µM; hit rate 1.1% among 290,000; AID 1861; in the data active = inhibition above about 16%, passing the limit was not always enough;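 also: cells stimulated with the agonist NPW; 0% = agonist with vehicle and 100% = vehicle without agonist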
# Target sequence (P48145 whole entry, looked up): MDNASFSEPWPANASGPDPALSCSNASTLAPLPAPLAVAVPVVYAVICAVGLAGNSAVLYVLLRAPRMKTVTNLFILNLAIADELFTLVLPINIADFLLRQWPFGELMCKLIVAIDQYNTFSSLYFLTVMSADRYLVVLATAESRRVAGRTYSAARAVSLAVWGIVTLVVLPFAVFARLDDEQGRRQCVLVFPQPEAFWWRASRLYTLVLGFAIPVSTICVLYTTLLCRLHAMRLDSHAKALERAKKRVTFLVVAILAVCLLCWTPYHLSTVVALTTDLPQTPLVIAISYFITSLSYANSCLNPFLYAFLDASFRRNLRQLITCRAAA
# GalR3 antagonist – antagonists of human GalR3. HEK293 GalR3-CNG cAMP membrane potential fluorescence; galR3 body fused to GalR1 C-terminus. inhibition, % at 3 µM. hit rate 0.44% among 360,000;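 active = inhibition above the screen-wide average plus 3 SD, cut at about 13% in these data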;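 also: forskolin and galanin both at EC90 stimulate the cells; cAMP rise reported by CNG channel membrane potential dye signal; 0% = forskolin plus galanin with DMSO and 100% = forskolin alone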
# Target sequence (O60755 1-299 limits assumed): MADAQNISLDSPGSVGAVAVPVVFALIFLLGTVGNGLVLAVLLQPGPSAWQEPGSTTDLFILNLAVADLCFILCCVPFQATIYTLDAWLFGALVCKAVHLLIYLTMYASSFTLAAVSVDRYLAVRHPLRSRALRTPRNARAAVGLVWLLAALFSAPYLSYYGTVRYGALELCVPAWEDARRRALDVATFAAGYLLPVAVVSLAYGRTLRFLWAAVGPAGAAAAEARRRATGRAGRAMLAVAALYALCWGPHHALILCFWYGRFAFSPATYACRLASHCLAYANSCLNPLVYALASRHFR
# MEKK2 mut-MEK5 – signal of MEK5 binding to mutant human MEKK2 PB1 domain. bead flow cytometry, Alexa488-MEK5 binding to MEKK2 mutant. percent response, % at 10 µM. hit rate 0.35% among 290,000; in the data active = percent response above about 24%, passing the limit was not always enough; also: inactives centre near 1; some results filed as inactive read as strong as hits
# PfM18AAP inh – PfM18AAP enzyme inhibition | recombinant PfM18AAP, H-Glu-NHMec fluorogenic cleavage | inhibition, % at 7.35 µM | hit rate 1.2% among 290,000;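 active = inhibition above the campaign mean inhibition over all tested compounds plus 3 SD, cut at about 28% in these data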;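 also: 0% = plate median of test compound wells and 100% = 2 mM ZnCl2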
# OXTR agonist – activates the human oxytocin receptor | CHO-OTR cells, Fluo-8 calcium fluorescence; normalized: DMSO 0%, oxytocin 100% | hit rate 0.32% among 320,000 | AID 2435 | activation, % at 3 µM;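 active = activation above the mean of all tested compounds plus 3 SD, cutoff set per screening run, cut at about 20% in these data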;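 also: peak over basal fluorescence ratio from a 100 s FLIPR kinetic read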
# OXTR potentiate – potentiators of human oxytocin receptor; P30559; hit rate 0.061% among 320,000; activation, % at 3 µM; CHO-OTR cells, Fluo-8 calcium fluorescence, potentiator mode; 0% = oxytocin EC15, 100% = EC100;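 active = activation above that plate's cutoff, the mean activation of tested compounds plus 3 SD, cut at about 6.6% in these data, passing the limit was not always enough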;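 also: 100% uses oxytocin at 75 nM as the full agonist control; some results filed as inactive read as strong as hits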
#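 System: human OTR in CHO cells / Also added: sub-maximal oxytocin, roughly EC15 / Control set: EC15 oxytocin low, 75 nM oxytocin high / Schedule: 6 min compound pre-incubation at room temperature, 100 s kinetic read / Compound: single-point 3.0 µM / Replication: singlicate / Technique: Fluo-8 calcium dye fluorescence / Read-out basis: % activation of max/min ratio relative to oxytocin controls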
# V1aR counter – activates human V1a receptor in oxytocin agonist counter-screen; hit rate 0.25% among 320,000; CHO-V1R cells, Fluo-8 calcium fluorescence, agonist mode; 0% DMSO, 100% 3 nM vasopressin; activation, % at 3 µM; P37288; AID 2797;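 active = activation above the mean activation of all tested compounds plus 3 SD, per screening run, cut at about 20% in these data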;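 also: signal is peak over basal fluorescence ratio across a 100 second FLIPR read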
# Target sequence (P37288 whole entry, looked up): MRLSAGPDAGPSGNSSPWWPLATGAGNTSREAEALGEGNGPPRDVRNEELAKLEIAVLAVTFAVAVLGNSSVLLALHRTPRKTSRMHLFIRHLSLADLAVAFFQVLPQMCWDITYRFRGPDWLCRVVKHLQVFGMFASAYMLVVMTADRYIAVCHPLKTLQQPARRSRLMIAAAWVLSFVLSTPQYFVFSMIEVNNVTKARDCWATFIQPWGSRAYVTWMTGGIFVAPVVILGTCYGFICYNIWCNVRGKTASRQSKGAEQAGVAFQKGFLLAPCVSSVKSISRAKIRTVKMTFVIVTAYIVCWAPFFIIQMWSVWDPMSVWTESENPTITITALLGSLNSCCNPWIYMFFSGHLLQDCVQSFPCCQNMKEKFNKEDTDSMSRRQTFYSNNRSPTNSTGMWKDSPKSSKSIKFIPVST
# An asterisk follows results filed as active; x = not tested or not shown.
# Screens in order – NALP1 yeast inh, MEKK2 WT-MEK5, GPR7 antagonist, GalR3 antagonist, MEKK2 mut-MEK5, PfM18AAP inh, OXTR agonist, OXTR potentiate, V1aR counter
CCOc1ccc(NC(=O)CN2CCCC2c2cccs2)cc1S(=O)(=O)N1CCCC1 (configuration not stated)
  x, x, x, 0, x, x, -0.5, -6, 2.3
COc1ccc(CNC(=O)CSc2ccc(Br)cc2)cc1OC
  18, 107, -1, -11, 5, 0, -1.2, -4, 0.0
Cc1nn(C)cc1C(C(=O)NC1CCCCC1)N(CCc1ccccc1)C(=O)c1cnccn1 (configuration not stated)
  -11, 80, 19, 1, -14, 0, 0.7, -12, -0.5
Cc1cc2c(c(=O)o1)C1(C(=O)N(C)c3ccccc31)C(C#N)=C(N)O2 (configuration not stated)
  15, 103, -6, 2, 0, 0, -0.9, -14, -0.3
CC1CCN(CCCCOc2ccc(F)cc2)CC1
  9, 106, 6, x, 8, 6, 1.2, 4, 0.1
O=C(NNC(=O)c1c(F)cccc1F)c1ccccc1-n1cccc1
  -6, 101, -14, 4, 3, -1, -1.3, -15, -0.8
COC(=O)[C@@H](Cc1c[nH]c2ccccc12)NC(=O)C1CCCN(S(=O)(=O)c2ccc(C)cc2)C1 (some centres not stated)
  14, 94, 13, 2, 0, -5, x, x, x
CCOc1ncccc1C(=O)OCc1ccccc1
  25, 102, -3, 1, -2, -13, -2.4, -11, 0.0
Cc1c(C(=O)NC(=S)Nc2ccc(N3CCOCC3)cc2)cccc1[N+](=O)[O-]
  3, 93, -10, -7, -7, 3, -0.9, -12, 0.1
Cc1ccc(S(=O)(=O)N2CCOCC2)cc1C(=O)Nc1ccccn1
  -4, 95, 0, 3, -12, -4, 1.6, -5, 0.8
CN(Cc1ccccc1)c1ccc2nnc(-c3ccccc3)n2n1
  20, 103, -19, -3, -2, 7, -1.1, -3, -0.7
Cc1ccc(N(O)C(=O)OCCNC(=O)Nc2ccccc2)cc1
  -13, 112, -14, -2, 7, 10, 3.4, -6, 3.4
COc1ccc(C(=O)CCN2CCCCCC2)cc1
  -19, 91, -1, -7, -2, -5, 1.2, 0, 0.4
Cc1ccc(C(=O)Nc2cccc(C(F)(F)F)c2)cc1NC(=O)c1[nH]cnc1C(N)=O
  x, x, x, -2, x, x, 0.6, -7, 1.0
COc1cc(C(=O)NNC(=O)COc2cccc(F)c2)ccc1OCC(=O)N1CCOCC1
  x, x, x, -2, x, x, 1.2, -2, 0.5
Cc1cccc(NC(=S)N2CCN(C(=O)c3ccco3)CC2)c1
  15, 102, -2, -5, 3, -3, 0.1, -2, 0.3
COc1ccc2c(Cl)c(C(=O)N/N=C/c3ccncc3)sc2c1
  13, 97, -2, -10, -2, 3, 1.2, -15, 0.2
COc1cc(C=O)ccc1OCc1ccccc1Br
  35, 94, -14, -11, -3, 5, -2.9, -6, 0.3
COc1ccc(CCNCc2cc3ccc(C)cc3[nH]c2=O)cc1OC
  22, 107, -15, -11, 7, 4, 1.1, -7, 1.4
Cc1cc(C)nc(/N=C2\NC(=O)CC(C(=O)O)N2c2ccc(Cl)cc2)n1 (configuration not stated)
  34, 95, -7, 2, -1, -6, -0.1, -3, 0.3
COc1ccc(NC2CCCN(C(=O)c3ccncc3)C2)cc1 (configuration not stated)
  -10, 97, -13, 3, 4, 16, -1.7, -11, -0.6
CSc1nc(Oc2ccc(F)cc2F)cc(C(F)(F)F)n1
  -1, 97, -5, 0, 3, -6, 0.5, -14, -0.3
COc1ccc(N(CC(=O)NCc2ccc(F)cc2)C(=O)c2snc(C(N)=O)c2N)cc1OC
  21, 103, 9, 4, 0, 1, 0.5, -2, -0.7
COc1ccccc1C(=O)OCc1cc(=O)n2ccsc2n1
  x, x, x, -4, x, x, 0.8, 3, 1.0
COCCCNC(=O)c1ccc2c(=O)n(Cc3ccc4c(c3)OCO4)c(=S)[nH]c2c1
  3, 98, -3, -3, 0, 0, 1.6, -1, 0.9
COCCN1Cc2cccc(C(=O)NCc3ccccn3)c2C1=O
  -17, 104, -14, x, 7, -11, -1.2, -3, 0.0
CC1(C)CC(=O)c2cnc(NC(=O)CSc3nc4ccccc4o3)nc2C1
  1, 99, -5, 2, 11, -4, -0.3, -15, -0.2
Cc1ccc(CCNC(=O)C2CCCN(S(=O)(=O)c3c(C)nn(C)c3C)C2)cc1 (configuration not stated)
  6, 99, -8, 1, 4, -6, -0.9, -3, -0.1
CCOC(=O)N1CCN(Cc2nc3c(c(=O)n(C)c(=O)n3C)n2Cc2cccc(C)c2)CC1
  -10, 88, -8, -3, -6, -2, 0.2, 2, 1.9
CC(C)Oc1ccc(/C=C(/NC(=O)c2ccccc2)C(=O)NC(Cc2ccccc2)C(=O)O)cc1 (configuration not stated)
  -18, 93, 0, -6, -7, -14, 0.4, -2, -1.1
COc1cc(S(=O)(=O)Nc2ccccn2)ccc1F
  -17, 104, 4, -8, 3, -12, -0.1, -5, 0.2
COc1cc(/C=C/C(=O)OCC(=O)N2CC(=O)Nc3ccccc32)ccc1O
  x, 95, -3, -2, -5, 12, 4.3, -2, 2.2
CCOC(=O)c1c(OCC)[nH]c2ccc(O)cc12
  9, 93, 8, 3, -6, 0, 1.2, -10, 0.9
Cc1ccc(-c2nn(C)c(=O)c3ccccc23)cc1S(=O)(=O)NCCO
  15, 108, 4, -6, 6, -1, 1.1, -2, 0.6
O=C(CCN1C(=O)C2CC=CCC2C1=O)Nc1ccccc1Cl (configuration not stated)
  11, 106, -2, 0, 2, -3, -0.3, -6, 1.0
CC(C)[C@H](N)c1nnc2n1N=C(c1ccc(Cl)cc1)CS2
  9, 103, -3, -9, 1, -3, -0.7, -4, 0.9
Cc1oc(-c2cccc(F)c2)nc1CN1CCCCC1CCn1cccn1 (configuration not stated)
  15, 96, 3, -6, -5, 3, -0.3, -6, 1.1
CCn1c(SCc2c(Cl)cccc2Cl)nc2nc3c(cc2c1=O)CCCC3
  x, x, x, 1, x, x, 0.8, -14, 0.4
COc1ccc(C(=O)N2CCOC2CNC(=O)C(=O)NCc2ccco2)cc1 (configuration not stated)
  11, 100, -18, -4, -1, 3, -0.1, -3, 1.1
C/C(=N\NC(=O)c1ccoc1C)c1ccc(Br)s1
  -4, 108, -3, -3, 6, -1, -0.7, -3, -0.8
O=C(NC1CCCCC1)C(c1cccs1)N(Cc1cccs1)C(=O)c1ccco1 (configuration not stated)
  24, 82, 25*, -5, 3, 6, -1.6, -12, -0.6
Cc1cc(C(=O)NCc2cccs2)n(-c2ccccc2)n1
  1, 96, 4, 5, -1, 0, 0.7, -4, 0.8
O=C(Nc1ccc2c(c1)CCC2)c1ncoc1-c1ccccc1F
  28, 100, -16, -5, -3, -3, x, x, x
COc1cccc(-n2c(SCC(N)=O)nnc2-c2ccco2)c1
  0, 104, -15, -4, 2, 3, x, x, x
Cc1cc(NC(=O)CSc2nnc(-c3ccco3)n2Cc2ccccc2)no1
  -9, 93, -8, -1, 5, 6, -0.1, -5, 1.3
COc1ccc(NC(=O)c2cc(-c3ccccc3)nc3c2c(C)nn3-c2ccccc2)c(OC)c1
  18, 102, -6, -5, 0, -6, -1.3, 1, 0.1
O=c1c2cc(Cl)ccc2nc(-c2ccccc2Cl)n1O
  -56, 89, -9, -6, -8, 6, -1.1, -4, 1.7
Cc1ccc([N+](=O)[O-])c(OCCCN2CCCCCC2)c1
  9, 169*, -9, -6, 66*, -12, -0.3, -6, 0.5
Cc1ccccc1OCC(=O)NCCCNC(=O)c1ccco1
  0, 95, 0, -5, 1, -1, 3.2, -3, 2.5
CSCCC(NS(=O)(=O)c1ccccc1F)C(=O)NCC(c1ccc(F)cc1)N1CCOCC1 (configuration not stated)
  x, x, x, -3, x, x, 0.2, 3, 0.0
O=C(COC(=O)c1cc([N+](=O)[O-])ccc1NCc1ccccc1)NCc1ccccc1Cl
  44, 99, -6, -4, 1, -4, -0.7, -5, -0.7
CCCCC(C(=O)NC1CCCC1)N(Cc1ccccc1)C(=O)c1snc(C(N)=O)c1N (configuration not stated)
  -6, 97, -1, -12, -4, 3, -1.5, -14, -0.5
O=C(COC(=O)/C=C/c1cccc(F)c1)NC1CCCCCC1
  x, x, x, -6, x, x, -1.1, 3, 1.7
O=C(CNC(=O)c1[nH]cnc1C(=O)N[C@@H](Cc1ccccc1)C(=O)OCc1ccccc1)OCc1ccccc1
  5, 95, -16, -3, -10, -10, 0.9, -8, 0.6
Cc1ccc(C(=O)N2CCc3ccccc3C2)cc1S(=O)(=O)N1CCOCC1
  19, 114, 11, -4, 9, -6, -0.1, -10, 0.3
COC(=O)c1ccc(CNC(=O)CCNC(=O)c2ccco2)cc1
  x, x, x, 2, x, x, 1.6, 1, 0.6
Cc1cc(OCC(=O)C(C)(C)C)c2c(C)c(C)c(=O)oc2c1
  2, 103, -8, -2, 5, -10, -2.2, 6, -1.5
COc1ccc(-n2c(O)c(/C=N/NS(=O)(=O)c3cccc([N+](=O)[O-])c3)c3ccccc3c2=O)cc1OC
  5, 100, -2, -4, 3, 14, 2.3, -9, 1.2
O=C(Nc1ccccc1Cl)NC1(C(=O)N2CCOCC2)CCCCC1
  7, 96, -12, -7, -5, -2, 0.4, -8, -0.8
COn1c(=O)c(=O)n(OC)c2ccccc21
  -2, 101, -13, -4, 8, -6, 1.3, -2, 0.4

# GPR7 antagonist, what is marked active above
Structure,NALP1 yeast inh,MEKK2 WT-MEK5,GPR7 antagonist,GalR3 antagonist,MEKK2 mut-MEK5,PfM18AAP inh,OXTR potentiate
O=C(NC1CCCCC1)C(c1cccs1)N(Cc1cccs1)C(=O)c1ccco1 (configuration not stated),24,82,25*,-5,3,6,-12

# The list goes on.
# Screens in order – NALP1 yeast inh, MEKK2 WT-MEK5, GPR7 antagonist, GalR3 antagonist, MEKK2 mut-MEK5, PfM18AAP inh, OXTR agonist, OXTR potentiate, V1aR counter
COC(=O)NC1CSCC1OC(=O)CN1C(=O)c2ccccc2C1=O (configuration not stated)
  17, 96, -6, -2, -6, 4, 0.6, -7, -0.3
Cc1ccoc1C(=O)Nc1ccc2ccccc2c1
  23, 104, -11, -2, 3, -2, -0.6, 3, -0.3
CC(OC(=O)CCCNC(=O)c1ccc(Cl)cc1)C(=O)N(C)Cc1ccccc1 (configuration not stated)
  14, 102, 35*, -4, 2, 1, -0.5, -1, 1.9
CC(C)c1ccc(NC(=S)NN(c2ccccc2)c2ccccc2)cc1
  11, 106, -7, -6, 0, 3, -2.0, -9, 0.6
COc1ccccc1Oc1coc2c(CN(C)C)c(O)ccc2c1=O
  3, 100, -1, 0, 4, -1, 0.4, -4, 0.6
CCOC(=O)c1c(C)[nH]c(C(=O)OC(C)C(=O)Nc2ccccc2OC)c1C (configuration not stated)
  -8, 97, -11, 0, 6, -11, -0.1, -3, 1.6
CSc1ccccc1NC(=O)c1cc(-c2cccs2)on1
  12, 107, -2, -7, 7, -10, 0.9, -8, 2.5
Cc1cc(Cl)c(S(=O)(=O)N2CCCCCC2)cc1OCC(=O)NC1CCCCC1
  -4, 95, 32*, 6, -2, 4, 8.6, -8, 7.1
CCOCCSc1nc2c(c(=O)[nH]c(=O)n2C)n1CCCc1ccccc1
  -6, 108, -4, -3, -1, 5, -1.9, -10, 0.0
CCS(=O)(=O)c1ccc(C(=O)Nc2ccccc2)c(Cl)c1Cl
  -6, 107, -2, -2, 8, -4, 5.0, -13, 4.9
CCCCNC(=O)Nc1ccon1
  3, 97, -14, 3, 2, -12, 0.4, -3, 0.6
COc1ccccc1N1C(=O)N(C(C)=O)C2C1Nc1ccccc1N2C (configuration not stated)
  21, 104, 4, -8, 7, 8, 2.6, -10, 2.3

# Bioassay records as filed in PubChem.
